D1 ag – Allosteric Agonists of the Human D1 Dopamine Receptor: qHTS; HEK293 T-REx D1 cells, calcium flux, agonist mode; D(1A) dopamine receptor (Homo sapiens), P21728; activation, % at 2 µM; 1% of 360,000 active; in the data active means activation above about 30%; further: 0% is about no effect
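Agonism was scored from calcium flux recorded over 180 s (1 read/s) after pintool compound addition, following a 10-cycle baseline. Cells were inducible force-coupled HEK293 TREx D1, plated overnight at 30 C and loaded with no-wash calcium dye.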
Anesthetic bind – qHTS Assay for Identification of Novel General Anesthetics | apoferritin/1-aminoanthracene competitive binding, fluorescence | AID 485281, 2010 | Potency, µM (doses to about 77.5 µM), for the others: at the highest dose activity change, negative = displacement, usual class: inhibitors | 0.074% of 350,000 active | Ferritin light chain (Equus caballus), P02791; further: potency means the concentration at half of the fitted maximal effect; on the % scale 0 is the no-effect control and ±100 the full control effect; nearly all actives have a fitted effect of over 20% in size
Target sequence (P02791 2-175 limits assumed): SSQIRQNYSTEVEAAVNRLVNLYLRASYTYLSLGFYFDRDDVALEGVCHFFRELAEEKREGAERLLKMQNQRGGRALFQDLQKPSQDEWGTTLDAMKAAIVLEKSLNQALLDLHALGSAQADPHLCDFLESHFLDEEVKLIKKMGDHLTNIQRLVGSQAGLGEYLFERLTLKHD
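In PBS, apoferritin at 10 uM is loaded with 1-AMA from a 50% saturated solution. After 10 min of compound exposure at ambient temperature, reduced 535 nm fluorescence indicates probe displacement.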
D1 potentiator – Potentiators of Human D1 Dopamine Receptor: qHTS. HEK293 TREx D1 cells, calcium flux, dopamine EC20 potentiation. potentiation, % at 10 µM. 0.036% of 360,000 active. AID 504651, 2011; in the data active means potentiation above about 30%; further: 0% is about no effect
D1 antag – Antagonist of Human D 1 Dopamine Receptor: qHTS; D(1A) dopamine receptor (Homo sapiens), P21728; HEK293 TREx D1 cells, calcium flux, dopamine EC80; stronger effect = lower value; activity change, negative = inhibition, % at 10 µM; 3.2% of 360,000 active; in the data active means activity change below about -30%; further: on the % scale 0 is the no-effect control and ±100 the full control effect
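Tetracycline-induced HEK293 Trex D1 cells, force-coupled to calcium, dye-loaded; compounds added and read 180 s, then EC80 dopamine added and calcium flux tracked kinetically another 180 s.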
RXFP1 agonist – qHTS Assay for Agonists of the Relaxin Receptor RXFP1 | Relaxin receptor 1 (Homo sapiens), Q9HBX9 | HEK293T-RXFP1 cAMP TR-FRET, 30 min; response scale: percent of porcine relaxin response, buffer zero | Potency, µM (doses to about 57.5 µM), without a hit: top-dose activation, most hits filed as activators | 0.3% of 370,000 active; further: potency means the concentration at half of the fitted maximal effect; on the % scale 0 is the no-effect control and ±100 the full control effect; nearly all actives have a fitted effect of over 60% in size; many of its hits are not listed in these tables
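HEK293 cells stably expressing RXFP1, treated 30 min at 37C with compounds plus PDE4 inhibitor Ro 20174; cAMP measured by HTRF TR-FRET. Normalized to buffer and 29 nM porcine relaxin; EC50 by Hill fit.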
TRHR ag – qHTS for Small Molecule Agonists and Allosteric Enhancers of Human TRH Receptor: Primary Screen for Agonists. activation, % at 2 µM. 0.18% of 360,000 active. TRHR cells, calcium flux fluo-8, FDSS agonist mode. AID 493084, 2011; in the data active means activation above about 30%; further: 0% is about no effect
Target sequence (P34981 whole entry, looked up): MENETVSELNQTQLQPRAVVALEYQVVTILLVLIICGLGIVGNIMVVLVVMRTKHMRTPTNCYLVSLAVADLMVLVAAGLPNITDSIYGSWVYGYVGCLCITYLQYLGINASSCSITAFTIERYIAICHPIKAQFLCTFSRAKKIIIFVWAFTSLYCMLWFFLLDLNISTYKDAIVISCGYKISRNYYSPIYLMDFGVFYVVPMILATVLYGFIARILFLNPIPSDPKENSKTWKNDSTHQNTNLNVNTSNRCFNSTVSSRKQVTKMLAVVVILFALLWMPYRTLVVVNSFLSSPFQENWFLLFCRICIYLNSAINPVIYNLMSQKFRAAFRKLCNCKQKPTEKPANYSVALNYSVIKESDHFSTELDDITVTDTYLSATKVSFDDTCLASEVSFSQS
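TRHR-expressing cells loaded with fluo-8 calcium dye; 23 nL library compound pin-transferred, kinetic FDSS fluorescence (Ex 480/Em 530) recorded about 180 s for agonist-induced calcium release, before a 10 nM TRH EC20 addition for potentiator mode.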
RXFP1 antagonist – qHTS Assay for Antagonists of the Relaxin Receptor RXFP1 | 0.59% of 350,000 active | Relaxin receptor 1 (Homo sapiens), Q9HBX9 | activity change, negative = inhibition, % at 57.5 µM | HEK293-RXFP1, relaxin-stimulated cAMP HTRF, 30 min; stronger effect = lower value;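 active means activity change of -60% or lower, but not beyond a set lower limit; inconclusive means change between -60% and -40%, or beyond the set limit; inactive means change above -40%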; further: on the % scale 0 is the no-effect control and ±100 the full control effect
D2 PAM – HTS Assay for Positive Allosteric Modulators of the Human D2 Dopamine Receptor: Primary Screen for Potentiators. D(2) dopamine receptor (Homo sapiens), P14416. HEK293 T-REx D2, calcium flux, EC20 dopamine potentiation. potentiation, % at 10 µM. 0.34% of 340,000 active;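 active means potentiation over 3 SD above the plate norm, cut at about 30% in these data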; further: 0% is about no effect
Target sequence (P14416 whole entry, looked up): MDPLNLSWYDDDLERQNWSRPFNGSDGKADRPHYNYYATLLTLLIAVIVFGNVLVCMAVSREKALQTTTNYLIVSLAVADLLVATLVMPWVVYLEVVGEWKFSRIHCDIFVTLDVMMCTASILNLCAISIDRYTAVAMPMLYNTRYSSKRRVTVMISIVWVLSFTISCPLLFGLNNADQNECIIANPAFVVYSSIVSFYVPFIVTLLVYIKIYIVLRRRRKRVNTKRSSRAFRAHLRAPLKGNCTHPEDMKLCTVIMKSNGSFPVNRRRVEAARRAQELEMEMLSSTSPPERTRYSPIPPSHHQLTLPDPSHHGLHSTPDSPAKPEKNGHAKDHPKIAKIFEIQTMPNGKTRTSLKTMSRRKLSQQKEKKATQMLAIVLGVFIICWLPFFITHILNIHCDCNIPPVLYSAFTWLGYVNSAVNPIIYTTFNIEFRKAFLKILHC
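Cells plated with tetracycline inducer and held overnight at 30 C; calcium dye loaded 30–90 min at room temperature; baseline taken, compound added and read 180 s; EC20 dopamine then added and read 180 s.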
TRHR PAM – qHTS for Small Molecule Agonists and Allosteric Enhancers of Human TRH Receptor: Primary Screen for Enhancers | enhancement, % at 2 µM | Thyrotropin-releasing hormone receptor (Homo sapiens), P34981 | 0.66% of 360,000 active | AID 493056, 2011 | TRHR cells, fluo-8 calcium fluorescence, EC20 TRH enhancement; in the data active means enhancement above about 30%; further: 0% is about no effect
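Enhancer read-out: after compound pinning and an initial kinetic agonist-mode read, an EC20 of TRH (10 nM final) was injected and fluo-8 calcium signal (Ex 480/Em 530) followed at 1 s/cycle for 100 cycles in TRHR-expressing cells.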
* hit, by the source's call; ? = inconclusive; · = no result given. Unless noted, the call rests on the fitted dose curve; in most records, active means well fitted curve in the direction sought with a large enough effect; inconclusive means small, poorly fitted or top-dose-only effect, or another doubt; inactive means no such curve, though single readings can be large; an effect the other way counts as inactive or inconclusive. Not all compounds are listed; the hit share may differ from the screen's.

SMILES	D1 ag	Anesthetic bind	D1 potentiator	D1 antag	RXFP1 agonist	TRHR ag	RXFP1 antagonist	D2 PAM	TRHR PAM
CCCCN(C)C(=O)CC(NS(=O)(=O)c1ccc(NC(C)=O)cc1)C(C)C (stereo not drawn)	0	-6%	1	12	0.2%	-0.2	-3	-3	-2
O=C(Nc1ccnn1C1CCN(C2CCOCC2)CC1)c1cccc(F)c1	0	-1%	5	3	1.7%	0.4	8	4	-2
CCOC(=O)c1sc(N(C)C(C)=O)nc1C	2	-12%	0	3	3.3%	0.1	-4	1	-7
Cc1ccc2nc(SCC(=O)NC3CC3)[nH]c2c1	0	-6%	2	7	-1.2%	0.5	-4	·	4
Cc1c(C)c2ccc(OC(C)C(=O)NCCCN3CCOCC3)c(C)c2oc1=O (stereo not drawn)	2	-1%	-1	-12	-2.3%	0.0	-13	-2	-2
CN(C)S(=O)(=O)c1cc(NC(=O)c2cc(=O)c3ccccc3o2)ccc1Cl	-1	-14%	-10	1	4.7%	0.1	12	·	2
C=CCc1cccc2ccc(=O)oc12	5	-21%	-4	-9	-0.9%	-0.1	-1	14	-3
Cc1cccc(C(=O)N2CCNC(=O)C2CC(=O)Nc2cccc(Cl)c2)c1 (stereo not drawn)	1	-6%	-2	0	5.3%	0.1	6	2	-5
O=C(CNc1cccc(S(=O)(=O)N2CCCCC2)c1)Nc1ccccc1F	6	-14%	2	12	0.1%	-0.4	-3	13	-1
COc1cccc(N2CCN(S(=O)(=O)c3cccc4cccnc34)CC2)c1	6	-20%	3	-7	2.0%	-0.2	4	3	-3
CC(=O)c1ccc(CCCCCCCCCC(=O)O)s1	3	?	2	1	?	0.9	7	6	-6
Cc1ccccc1OCCOC(=O)c1cc(S(=O)(=O)N2CCCCC2)ccc1N1CCOCC1	3	·	-5	6	-0.9%	0.4	-3	-1	15
COc1cc(/C=N/NC(=O)c2ccncc2)ccc1OC(=O)c1ccccc1Cl	5	?	-5	-17	3.2%	-0.4	?	13	-1
O=c1nc(N2CCOCC2)nc(N/N=C/c2ccc3c(c2)OCO3)[nH]1	1	-6%	-3	6	-5.3%	1.3	-2	-16	4
COc1ccc(NC(=O)c2cc(-c3ccc(C)c(C)c3O)n[nH]2)cc1Cl	8	-19%	-4	-27	2.2%	0.3	-31	9	-2
NC(=O)c1ccc(NC(=O)COC(=O)c2cc(S(=O)(=O)N3CCOCC3)ccc2N2CCCCC2)cc1	1	3%	-8	7	-0.7%	0.7	-6	8	5
CCSc1nc2sc3c(c2c(=O)n1-c1ccc(OC)cc1)CCN(C)C3	4	-5%	4	11	2.8%	1.1	-12	-7	-5
CC1CCCCN1C(=O)CCn1c(=S)oc2ccccc21 (stereo not drawn)	3	-17%	-3	-2	-0.3%	-0.3	2	-15	1
CCOC(=O)c1sc2nc3c(cc2c1N)COC(C)(C)C3	0	5%	-2	-17	4.4%	0.1	-8	-11	-2
CC(=O)N1CCc2cc(S(=O)(=O)NCCC(=O)NCCc3ccc(C)cc3)ccc21	3	3%	-2	-14	0.0%	-0.2	3	3	-2
COc1ccccc1NC(=O)Cn1nc2c3cc(F)ccc3n(Cc3cccc(C)c3)cc-2c1=O	2	-3%	5	-5	-0.1%	-0.2	1	-8	-7
Fc1ccc(-c2noc3ncnc(NCc4ccc(Cl)cc4)c23)cc1	1	-10%	-6	4	-1.5%	-1.0	-10	5	4
COc1ccc(-n2c(/C=C/c3cc(OC)c(OC)cc3OC)nc3cc4ccccc4cc3c2=O)cc1Cl	-1	-10%	0	2	1.2%	0.3	-2	9	-8
CCc1ccc(NC(=O)CC(NCc2cccnc2)C(=O)O)cc1 (stereo not drawn)	1	3%	-2	5	-1.7%	0.9	5	-29	0
COc1cc(/C=N/NC(=O)CC23CC4CC(CC(C4)C2)C3)cc(Br)c1OCC(=O)N(C)C	3	?	-4	3	6.0%	-0.4	-9	-6	-4
O=c1[nH]c2ccccc2c(O)c1-[n+]1ccccc1	3	-1%	-4	-1	0.7%	0.1	12	13	6
Cc1c(S(=O)(=O)NC2CCCCCC2)c(=O)n(C)c(=O)n1C	-1	·	1	1	0.3%	0.0	-14	5	12
CCOC(=O)Cc1csc(NC(=O)c2ccc(Cl)s2)n1	0	3%	6	0	-4.3%	-0.5	-9	-3	7
CCOC(=O)c1cc2c(ccn2C)n1Cc1cc(C)ccc1C	3	-20%	-3	29	-5.0%	0.0	-7	6	1
COc1ccc(C(=O)C2CCCN(Cc3ccc4c(c3)OCCO4)C2)cc1F (stereo not drawn)	29	-12%	0	-16	-6.8%	1.1	-11	-14	0
CCOC(=O)c1cccc(NC(=O)CSc2nnc(C)n2Cc2ccccc2)c1	0	-10%	1	-1	1.0%	-0.5	-22	7	-1
CCOC(=O)CSc1ccc(-c2nc3ccccc3[nH]2)cn1	4	?	-3	-7	0.1%	-0.6	-36	·	-2
COc1ccccc1-c1nnc(NC(=O)c2ccc(S(=O)(=O)N(C)Cc3ccccc3)cc2)o1	2	-5%	2	-6	0.1%	-1.3	-17	4	0
CCOC(=O)C1CCN(S(=O)(=O)c2cc(C(=O)OC)n(C)c2)CC1	2	-9%	-4	-2	-0.9%	0.6	·	-4	-3
O=C(NCc1ccccc1Cl)C1CCCN1C(=O)NCc1ccccc1 (stereo not drawn)	1	-6%	-3	-44*	0.6%	0.1	-5	-2	0
COc1cccc(-c2c(C(=O)N/N=C/c3ccoc3)nnn2-c2nonc2N)c1	77*	-12%	0	9	-0.7%	1.8	-3	12	25

The closing two records of the part above are carried over, then new ones follow.
SMILES	D1 ag	Anesthetic bind	D1 potentiator	D1 antag	RXFP1 agonist	TRHR ag	RXFP1 antagonist	D2 PAM	TRHR PAM
O=C(NCc1ccccc1Cl)C1CCCN1C(=O)NCc1ccccc1 (stereo not drawn)	1	-6%	-3	-44*	0.6%	0.1	-5	-2	0
COc1cccc(-c2c(C(=O)N/N=C/c3ccoc3)nnn2-c2nonc2N)c1	77*	-12%	0	9	-0.7%	1.8	-3	12	25
N#Cc1nc(-c2ccc(F)cc2)oc1N1CCN(C(=O)c2ccco2)CC1	0	-10%	2	-15	10%	-0.4	-22	3	-8
c1nc(N2CCC3(CC2)OCCO3)c2[nH]cnc2n1	4	7%	-4	-14	1.4%	0.1	-14	-8	-6
COCCCNC(=O)CCSc1ccc(Cl)cc1	3	-11%	-1	1	1.7%	0.0	-11	12	-1
COc1cccc(NC(=O)CSc2nc3c(oc4ccccc43)c(=O)n2Cc2ccco2)c1	6	-12%	-3	19	8.8%	0.5	·	-7	2
CC(C)C(=O)Nc1ccc(NC(=O)c2ccccc2Cl)nc1	3	-11%	1	-5	-1.0%	0.9	7	10	0
O=C(NCCc1ccccc1)c1cnc2sc(N3CCCC3)nn2c1=O	3	-6%	-9	9	8.9%	0.5	-23	16	-1
CC1C(=O)N2CCCc3cc(S(=O)(=O)N4CCN(c5ccccc5F)CC4)cc1c32 (stereo not drawn)	11	-18%	-7	-13	0.9%	-0.7	?	28	18
c1ccc2c(c1)ncn2CCn1cnc2ccccc21	1	-14%	-7	5	-0.3%	0.5	6	-3	2
Cn1c(=O)c2ccccc2n(CC(=O)N2CCCc3ccccc32)c1=O	1	-4%	-6	-25	2.0%	0.0	0	·	5
COCCN1CCc2nc(SCC(=O)Nc3ccc(Br)cc3)[nH]c(=O)c2C1	2	-7%	-1	-3	16%	0.2	2	3	-2
O=C(c1ccccc1Cl)N1CCSCC1	4	4%	4	-3	-2.7%	1.4	7	-4	-3
Oc1ccc(-c2nc3c4c(ncn3n2)-c2ccccc2CC42CCCC2)cc1	3	-6%	2	-17	1.5%	0.1	7	-5	2
COc1cc(/C=C2\SC(=S)N(Nc3ncc(C(F)(F)F)cc3Cl)C2=O)cc(OC)c1OC	4	?	0	10	2.2%	0.1	-5	0	0
CC1CCN(Cc2c(C(=O)N/N=C/c3ccc(C(C)(C)C)cc3)nnn2-c2nonc2N)CC1	6	-12%	5	44	0.0%	0.8	-10	12	6
CCOc1ncccc1C(=O)Nc1nc(C(C)(C)C)cs1	6	-11%	3	11	2.6%	0.5	-22	10	5
CC(C)n1nc(C(=O)Nc2cccc(S(=O)(=O)N3CCCCC3)c2)c2ccccc2c1=O	4	·	2	5	1.6%	-0.1	-3	15	1
CC(NC(=O)c1ccc(Br)o1)C1CC2CCC1C2 (stereo not drawn)	-1	?	1	2	-0.6%	-0.1	-2	-10	1
CC1=C(C(=O)Nc2cccnc2)C(c2ccc(C)cc2)n2nc(SCc3ccccc3F)nc2N1 (stereo not drawn)	0	-3%	3	2	-2.7%	-0.1	·	2	8
O=c1[nH]cnc2sc3c(c12)CCC3	2	-18%	-4	13	9.8%	0.2	-6	14	33*
CCOC(=O)C1=C(C)N=C2SCCC(=O)N2[C@@H]1c1cccs1	1	-8%	0	-2	-0.6%	-0.5	-8	·	-6
CCS(=O)(=O)c1c([N+](=O)[O-])ncn1C	8	-3%	-1	-7	-1.6%	0.2	13	-2	7
COCCCNc1nc2ccccc2nc1NS(=O)(=O)c1ccccc1	-3	-10%	-6	·	1.0%	0.5	5	-11	-10
CCC1CCCCN1S(=O)(=O)c1ccc(S(=O)(=O)N(Cc2ccccn2)CC2CCCO2)cc1 (stereo not drawn)	5	-11%	5	5	0.3%	1.4	16	-4	-1
Cc1cc2nn(-c3ccc(F)cc3)nc2cc1NC(=O)c1ccc(OC(C)C)cc1	0	1%	-4	-21	-0.9%	0.8	·	3	5

3 of the compounds above, with values under each structure.
Screens in order – D1 ag	Anesthetic bind	D1 potentiator	D1 antag	RXFP1 agonist	TRHR ag	RXFP1 antagonist	D2 PAM	TRHR PAM
- COc1cccc(-c2c(C(=O)N/N=C/c3ccoc3)nnn2-c2nonc2N)c1
 : 77*	-12%	0	9	-0.7%	1.8	-3	12	25
- N#Cc1nc(-c2ccc(F)cc2)oc1N1CCN(C(=O)c2ccco2)CC1
 : 0	-10%	2	-15	10%	-0.4	-22	3	-8
- c1nc(N2CCC3(CC2)OCCO3)c2[nH]cnc2n1
 : 4	7%	-4	-14	1.4%	0.1	-14	-8	-6

High-throughput results from PubChem BioAssay.
